IL2 activator = IL-2 activation. IL-2 activation reporter assay, cell-based qHTS; stimulated with anti-CD3/CD4/CD28 beads; in transgenic mouse T cells. activation, % (series mostly up to about 46 µM). actives 0.065% (n = 360,000); in the data active means activation above about 50%; inconclusive means mostly about 30% to 49%; further: 0% is about no effect
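EGFP and DsRed fluorescence is measured by plate cytometry in unstimulated transgenic mouse T cells exposed to compound for 60 minutes, then stimulated 18 hours at 37 degrees C with anti-CD3/anti-CD4 beads plus anti-CD28.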
S2 tox = viability counter-screen for ATXN expression inhibitors; S2 cells (HEK-293 line with an ATXN2-luciferase reporter) viability, CellTiter-Fluor protease fluorescence, 24 h; Potency, µM (doses to about 56.7 µM), most hits filed as cytotoxic; AID 651635; actives 0.49% (n = 400,000); further: potency means the concentration at half of the fitted maximal effect; nearly all actives have a fitted effect of over 40% in size
TGFb SMAD3 inh = inhibitors of TGF-b signaling | HepG2 CAGA-GFP TGF-b/SMAD3 reporter, GFP fluorescence, 18 h; TGF-beta stimulated, 500 pg/mL final | Potency, µM (top dose mostly 46.1 µM), for inactives: top-dose activity, negative = inhibition, hits mostly inhibitors | actives 1.2% (n = 410,000) | AID 588855; further: potency means the concentration at half of the fitted maximal effect; on the % scale 0 is the no-effect control and ±100 the full control effect; nearly all actives have a fitted effect of over 65% in size
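HEPG2 CAGA-GFP, 1000 cells/well; 2 h settle, 37 C; cpd via pin tool; TGF-b 500 pg/mL final; 18 h, 37 C; GFP imaging ex488/em500-530; %Activity normalised to -TGF-b and +DMSO controls; CRC fit, curve class.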
Nrf2 block = Nrf2 pathway inhibition; A549 ARE-Fluc reporter, luciferase luminescence, 18-24 h; Potency, µM (titrated, usually from 46 µM), without a hit: top-dose activity change, negative = inhibition, most hits filed as inhibitors; actives 2.1% (n = 360,000); AID 504444; further: potency means the concentration at half of the fitted maximal effect; on the % scale 0 is the no-effect control and ±100 the full control effect; nearly all actives have a fitted effect of over 60% in size
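Nrf2 function is reported as luminescence of an ARE-controlled luciferase in A549 cells. Compounds were tested at several concentrations, and a CellTiter-Fluor read on the same wells flagged cytotoxicity.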
Nrf2 ARE act = activators of Nrf2 (ARE) signaling; AREc32 ARE-luciferase reporter (MCF7-derived line), luminescence, 24 h; Potency, µM (series often up to 46.1 µM), for the others: at the top dose activation, most hits filed as activators; actives 0.31% (n = 410,000); further: potency means the concentration at half of the fitted maximal effect; % of control where 0% means no effect; nearly all actives have a fitted effect of over 65% in size
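For detection, Steady-Glo was added and plates sat 30 min at RT; before that, AREc32_Fluc cells grown overnight in OPTI-MEM/5% FBS had been treated with 23 nL compound for 24 hr at 37 deg C.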
ATXN2 expr inh = ATXN2 expression inhibition; AID 1745845; actives 0.72% (n = 360,000); HEK-293 ATXN2-luciferase reporter, luminescence, 24 h; Potency, µM (highest dose often 57 µM), inactives show at the highest dose activity change, negative = inhibition, actives largely listed as inhibitors; further: potency means the concentration at half of the fitted maximal effect; on the % scale 0 is the no-effect control and ±100 the full control effect; nearly all actives have a fitted effect of over 55% in size
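ATXN2-luciferase reporter cells (luciferase flanked by upstream and downstream ATXN2 gene portions) were treated 24 h at 37 °C with compounds at up to 57 uM. SteadyGlo luminescence gave expression; GF-AFC fluorescence gave viability.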
EPAC2 agonist = EPAC2 (human) agonism | EPAC2 activation, biochemical qHTS; response scale: 100% = 6.5 mM cAMP response | Potency, µM (series often up to 154 µM), for the others: at the highest dose activation, hits mostly activators | actives 0.079% (n = 360,000) | AID 720711; further: potency means the concentration at half of the fitted maximal effect; nearly all actives have a fitted effect of over 50% in size
Target sequence (Q8WZA2 whole entry, looked up): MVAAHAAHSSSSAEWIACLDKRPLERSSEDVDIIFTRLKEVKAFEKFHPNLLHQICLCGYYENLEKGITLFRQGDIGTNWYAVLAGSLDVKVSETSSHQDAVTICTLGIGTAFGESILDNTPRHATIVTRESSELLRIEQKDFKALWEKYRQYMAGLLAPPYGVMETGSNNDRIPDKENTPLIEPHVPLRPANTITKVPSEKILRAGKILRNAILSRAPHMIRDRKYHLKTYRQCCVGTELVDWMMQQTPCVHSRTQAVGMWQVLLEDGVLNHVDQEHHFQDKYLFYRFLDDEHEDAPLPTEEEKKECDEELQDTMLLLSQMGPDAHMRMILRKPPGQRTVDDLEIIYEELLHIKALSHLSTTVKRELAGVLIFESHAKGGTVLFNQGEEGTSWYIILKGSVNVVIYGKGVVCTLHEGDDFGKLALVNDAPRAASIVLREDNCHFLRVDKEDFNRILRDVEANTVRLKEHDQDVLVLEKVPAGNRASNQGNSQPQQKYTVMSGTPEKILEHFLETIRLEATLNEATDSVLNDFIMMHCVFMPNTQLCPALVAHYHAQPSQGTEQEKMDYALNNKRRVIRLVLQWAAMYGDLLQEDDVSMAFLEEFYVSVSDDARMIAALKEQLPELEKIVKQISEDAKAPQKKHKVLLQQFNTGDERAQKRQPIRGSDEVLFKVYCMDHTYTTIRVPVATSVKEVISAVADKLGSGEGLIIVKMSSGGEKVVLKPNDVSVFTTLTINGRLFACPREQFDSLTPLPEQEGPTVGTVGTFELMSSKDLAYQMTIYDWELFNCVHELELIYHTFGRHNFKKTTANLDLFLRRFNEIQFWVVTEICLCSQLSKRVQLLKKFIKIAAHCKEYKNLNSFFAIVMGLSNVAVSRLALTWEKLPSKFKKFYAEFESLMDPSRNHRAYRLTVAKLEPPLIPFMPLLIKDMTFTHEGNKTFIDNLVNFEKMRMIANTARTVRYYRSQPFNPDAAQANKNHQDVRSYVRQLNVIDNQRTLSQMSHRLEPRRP
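Fluorescence exchange assay: 100 nM EPAC2 with 250 nM RAP1B-BODIPY-GDP and 50 uM GDP; compounds tested as a concentration-titration series (qHTS). Loss of Rap1-bound BODIPY-GDP fluorescence read at 480/540 nm; data normalized to 6.5 mM cAMP.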
A549 viability = counter-screen for Nrf2 inhibitors: cytotoxicity in A549 cells. A549 ARE-Fluc cells, CellTiter-Fluor viability, 18-24 h. Potency, µM (titrated, usually from 46 µM), for inactives: at the highest dose activity change, negative = cytotoxicity, actives largely listed as inhibitors. actives 0.16% (n = 390,000). AID 504648; further: potency means the concentration at half of the fitted maximal effect; on the % scale 0 is the no-effect control and ±100 the full control effect
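Cytotoxicity counterscreen: CellTiter-Fluor fluorescence was measured in A549 ARE_Fluc cells after 18-24 h of compound exposure in a concentration series. The subsequent BugLite luminescent read reports ARE-luciferase activity.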
HepG2 tox = counter-screen for TGF-b inhibitors: cytotoxicity in HepG2 cells | HepG2 CAGA-GFP viability, ATP luminescence, 18 h | Potency, µM (doses to about 46.1 µM), without a hit: top-dose activity change, negative = cytotoxicity, hits mostly cytotoxic | actives 0.76% (n = 410,000); further: potency means the concentration at half of the fitted maximal effect; some results filed as inactive show a strong effect at the top dose
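CellTiter-Glo luminescence gave cytotoxicity after 18 hours at 37 degrees C. The cells were HepG2 CAGA-GFP in 1% FBS DMEM, stimulated with 500 pg/mL TGF-beta after compound addition. %Activity was normalised to no-cell wells (complete cell-killing) and DMSO (no toxicity), and curves were fitted and classified.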
An asterisk follows results filed as active; i = inactive; ? = inconclusive; nt = not tested or not shown; [ ] = dose if it differs, or a comment. Unless noted, the call rests on the fitted dose curve; in most records, active means well fitted curve in the direction sought with a large enough effect; inconclusive means small, poorly fitted or top-dose-only effect, or another doubt; inactive means no such curve, though single readings can be large; an effect the other way counts as inactive or inconclusive.

mol,IL2 activator,S2 tox,TGFb SMAD3 inh,Nrf2 block,Nrf2 ARE act,ATXN2 expr inh,EPAC2 agonist,A549 viability,HepG2 tox
C=C(C)C(=O)Nc1ccc(OC(F)(F)C(F)F)c(NC(=O)C(=C)C)c1,0.2,i,16%,14%,-0.6%,1%,-2%,4%,-2%
COc1ccc(Nc2ccc(S(=O)(=O)N3CCCCC3)cc2[N+](=O)[O-])cc1,0.4,i,9%,7.3µM*,-0.9%,-22%,20%,?,-13%
COc1ccc2c(c1)OC13CCCCC1C2C(C(=O)c1ccccc1)C(=O)N3 (stereo not given),0.1,i,-4%,21%,-0.7%,3%,-10%,-3%,2%
Cc1ccc(NC2CNC(=O)NC2=O)cc1C (stereo not given),0.4,i,-7%,7%,0.0%,2%,2%,-1%,10%
CCCc1cc(=O)oc2cc(C)cc(OCC(=O)NCc3ccncc3)c12,-1.7,i,-13%,4%,-0.2%,1%,-2%,-5%,5%
O=C(NCCCn1ccnc1)c1nn2c(C(F)(F)F)cc(-c3ccc(Br)cc3)nc2c1Cl,-0.6,?,18%,-17%,2.3%,?,0%,?,5.6µM*
C=CCN(N=Nc1cccc([N+](=O)[O-])c1)c1cccc([N+](=O)[O-])c1,-0.7,i,2%,-2%,9.6%,-11%,11%,?,-19%
Cc1c(NC(=O)COc2cccc(Cl)c2Cl)c(=O)n(-c2ccccc2)n1C,-0.6,i,4%,-5%,-0.6%,-9%,0%,7%,-19%
CC1CCc2nn(CC(=O)NCCN3CCOCC3)cc2C1 (stereo not given),1.6,i,5%,3%,-0.7%,7%,3%,-7%,-2%
Cc1ccc(C2NC(=O)c3c(sc(C)c3C)N2)c(O)c1 (stereo not given),0.9,i,-35%,4%,12%,21%,2%,-2%,-12%
Cc1ccc(/C=N/NC(=O)CN2CCN(S(=O)(=O)c3ccc(Br)cc3)CC2)s1,0.3,i,4%,-5%,-0.5%,3%,3%,2%,-2%
CCN(C(=O)COC(=O)COc1ccccc1Cl)c1c(N)n(Cc2ccccc2)c(=O)[nH]c1=O,0.7,i,-3%,4%,0.1%,7%,3%,2%,0%
N#Cc1ccccc1NC(=O)C1CC(=O)N(c2ccc3c4c(cccc24)CC3)C1 (stereo not given),-1.3,i,0%,-3%,-0.2%,-19%,0%,0%,1%
CCn1c(SCC(=O)Nc2ccc3c(c2)OCO3)nc2ccccc21,-1.9,i,12%,-13%,3.1%,-8%,10%,-3%,7%
CCOC(=O)c1nnn(-c2nc(N(C)C)nc(N(C)C)n2)c1C,1.1,i,?,-3%,0.5%,-24%,4%,3%,4%
O=C(O)Cc1ccc(NS(=O)(=O)c2ccccc2Cl)cc1,1.1,i,3%,-11%,0.2%,-21%,12%,7%,4%
CC1=CC(=C2C(=O)c3ccccc3C2=O)C=C(C)N1C,-1.7,i,-14%,11%,8.4%,10%,12%,?,-20%
COc1ccc(C2/C(=C(/O)c3ccccc3)C(=O)C(=O)N2CCO)cc1 (stereo not given),0.0,i,8%,5%,0.5%,-6%,6%,-2%,17%
NC(=O)NC[C@@H]1CC[C@@H](Cc2ccc(-c3ccccc3)cc2)O1,-0.1,i,-2%,15%,4.9%,31%[activator],5%,-2%,-4%
CCOc1ccc(C(=O)Nc2cccc(C(C)=O)c2)cc1[N+](=O)[O-],-0.2,i,5%,-17%,-0.2%,-29%,9%,1%,0%
S=c1[nH]nc(-c2cccc(Cl)c2)n1/N=C/c1ccco1,-3.2,i,10%,-8%,16%,-22%,5%,0%,-6%
COc1ccc([C@H]2C[C@@H](O)[C@H](n3cc(C4CC4)nn3)CN2C(=O)C2CCCCC2)cc1,-2.3,i,-15%,nt,0.6%,9%,13%,nt,-23%
COc1ccc(-c2cnc(C(O)c3ccc(OC)c(F)c3)[nH]2)cc1 (stereo not given),-0.2,i,3%,nt,0.7%,10%,-2%,nt,7%
CC(C)(C)NC(=O)N1CCn2cccc2C1c1ccccc1F (stereo not given),1.3,i,-11%,-15%,1.6%,-3%,12%,-14%,-8%
N#Cc1c(NC(=O)COC(=O)C2=COCCO2)sc2c1CCCC2,1.9,i,-5%,nt,5.6%,nt,-1%,nt,-10%

Next section:
mol,IL2 activator,S2 tox,TGFb SMAD3 inh,Nrf2 block,Nrf2 ARE act,ATXN2 expr inh,EPAC2 agonist,A549 viability,HepG2 tox
O=C(Nc1ccc2c(c1)OCO2)C(=O)c1c[nH]c2ccccc12,4.9,?,5%,?,0.4%,nt,11%,-6%,-19%
COC(=O)[C@@]12CCCCN1[C@H](c1ccc(SC3CCCCC3)c(OC)c1)[C@@H]1C(=O)N(C)C(=O)[C@@H]12,-3.8,?,?,?,-0.7%,?,2%,-7%,-35%
CC(=O)N1CCN(C(=O)COC(=O)CNC(=O)c2ccccc2C)CC1,-0.2,i,23%,7%,-0.5%,-7%,2%,2%,0%
Cc1noc(NS(=O)(=O)c2ccc(NC(=O)c3ccoc3C)cc2)c1C,3.1,i,-14%,1%,0.3%,-12%,4%,7%,-18%
CCN(CC)CCn1c2ccccc2c2nc3ccc([N+](=O)[O-])cc3cc21,-3.5,i,6%,-1%,?,?,1%,?,-1%
Cc1ccccc1-c1nnc(SCC(=O)Nc2ccc3c(c2)OCCO3)n1N,-2.1,i,7%,4%,-0.1%,9%,6%,2%,-4%
CCOC(=O)c1sc(NC(=S)NC(=O)c2ccccc2Cl)c(C(=O)OCC)c1C,-0.5,i,17%,1%,0.6%,-14%,9%,-1%,14%
COc1ccc(OC)c(N(CC(=O)O)S(=O)(=O)c2ccc(OC)c(OC)c2)c1,-1.9,i,14%,-4%,-0.2%,-1%,6%,1%,13%
CCOc1ccc(OCC)c(NC(=O)CSc2nc3cccnc3n2C)c1,-0.2,i,3%,?,2.9%,29%,4%,-2%,-2%
CSc1ccccc1OCc1cc(C(=O)N2CCCC2c2nonc2C)no1 (stereo not given),-3.6,i,0%,?,1.6%,57%[activator],7%,0%,-17%
O=C(CN1C(=O)c2cccc3cccc1c23)Nc1cccc(F)c1,nt,i,-24%,-4%,0.3%,-14%,nt,0%,-2%
Cc1cc(C(=O)O)ccc1-c1ccc(/C=N/n2cnnc2)o1,-3.1,i,-9%,2%,-0.6%,7%,8%,-1%,-21%
Cc1cc(NC(=O)CSc2nnc(CNc3ccc(F)cc3)n2C2CCCCC2)no1,-2.0,i,?,nt,-0.7%,-6%,-5%,-3%,2%
CCN(C(=O)COc1ncnc2sccc12)c1ccccc1,1.1,i,1%,2%,0.3%,1%,7%,6%,0%
O=C(COC(=O)c1cn(-c2ccccc2)nc1-c1cccs1)NC1CC1,1.3,i,-2%,?,0.4%,-10%,3%,-8%,-19%
O=C(NCc1ccccc1)C1CCN(S(=O)(=O)c2ccc3c(c2)CCCN3C(=O)C2CCC2)CC1,nt,i,?,nt,3.2%,-11%,nt,0%,-30%
O=C(c1c(F)cccc1F)N1CCC(O)(c2ccc(F)cc2)CC1,-0.3,i,-8%,-3%,-0.6%,nt,5%,0%,-2%
O=C(OCn1ncc(Br)c(Br)c1=O)c1ccccc1Cl,-3.1,10µM*,13µM*,?,?,7.9µM*,1%,?,18µM*
O=C(NCCN1C(=O)C2C3C=CC(C3)C2C1=O)Nc1ccc(Br)cc1 (stereo not given),-1.7,i,-12%,?,-0.7%,42%[activator],6%,-3%,-5%
CCn1c(SCC(N)=O)nc2c1c(=O)n(C)c(=O)n2C,-2.2,i,-22%,3%,0.2%,0%,1%,-10%,-3%
CCC(=O)Nc1c(C#N)c2nc3ccccc3nc2n1-c1ccccc1C,10,i,-4%,-12%,0.4%,?,-8%,9%,-8%
O=C(NC(=O)c1cccc(F)c1)OC[C@@H]1CCCN2CCCC[C@H]12,0.6,i,-24%,7%,-0.3%,4%,7%,-4%,-48%
COc1ccc(OC)c(N(CC(=O)Nc2cccnc2)S(=O)(=O)c2ccccc2)c1,1.4,i,0%,4%,0.0%,7%,8%,16%,6%
CCOc1cccc(C(=O)Nc2cccc(C(=O)NCC(C)C)c2)c1,-1.0,?,3%,-12%,2.8%,-4%,3%,-1%,-1%
Cc1ccc(OCC(=O)N2CCN(C(=O)c3cccc(F)c3)CC2)cc1,-3.0,i,0%,?,0.2%,0%,-4%,1%,4%

Whole records, quoted from the list. Values in the order: IL2 activator | S2 tox | TGFb SMAD3 inh | Nrf2 block | Nrf2 ARE act | ATXN2 expr inh | EPAC2 agonist | A549 viability | HepG2 tox
Cc1cc(NC(=O)CSc2nnc(CNc3ccc(F)cc3)n2C2CCCCC2)no1 is entered as -2.0 | i | ? | nt | -0.7% | -6% | -5% | -3% | 2%
Cc1cc(C(=O)O)ccc1-c1ccc(/C=N/n2cnnc2)o1 is entered as -3.1 | i | -9% | 2% | -0.6% | 7% | 8% | -1% | -21%

Remaining list, next part:
mol,IL2 activator,S2 tox,TGFb SMAD3 inh,Nrf2 block,Nrf2 ARE act,ATXN2 expr inh,EPAC2 agonist,A549 viability,HepG2 tox
O=C1OCCC1N1C(=O)c2ccccc2S1(=O)=O (stereo not given),0.3,i,0%,-26%,-0.2%,-6%,-1%,-17%,3%
CCN(C(=O)CN1C(=O)NC2(CCc3ccccc32)C1=O)C1CCS(=O)(=O)C1 (stereo not given),1.5,i,3%,8%,3.3%,nt,4%,1%,-17%
COc1cc2cc(Oc3ccc4ccc(=O)oc4c3)c(=O)oc2cc1OC1OC(COC(=O)CC(C)(O)CC(=O)O)C(O)C(O)C1O (stereo not given),0.1,i,-3%,-7%,-0.4%,-6%,7%,5%,-18%
CCCc1nnc(SCC(=O)N2CCOCC2)n1C,1.0,i,2%,4%,-0.3%,5%,4%,-4%,-6%

Source: PubChem BioAssay (National Center for Advancing Translational Sciences (NCATS))

Compounds as they come (roughly 4.3% active in at least one column).
